# Bioassay records as filed in PubChem.
# SENP8 block-1: inhibitors of human SENP8 protease; Q96LD8; 0.64% of 360,000 active; inhibition, % at 20 µM; recombinant SENP8, Nedd8 substrate fluorescence; AID 602440; in the data active = inhibition mostly above about 40%, no sharp cut-off; inactive = mostly below about 27%
# Target sequence (Q96LD8 whole entry, looked up): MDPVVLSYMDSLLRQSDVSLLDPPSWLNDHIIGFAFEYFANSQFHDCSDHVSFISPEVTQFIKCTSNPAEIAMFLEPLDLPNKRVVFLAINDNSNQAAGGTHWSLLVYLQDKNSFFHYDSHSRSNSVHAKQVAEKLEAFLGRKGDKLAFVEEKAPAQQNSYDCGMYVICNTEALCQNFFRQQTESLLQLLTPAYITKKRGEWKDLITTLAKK
# UBC13 inh: blocks human UBC13 polyubiquitin chain formation; TR-FRET; inhibition, % at 20 µM; 0.47% of 330,000 active; in the data active = inhibition above about 45%, passing the limit was not always enough
# SENP1 FRET inh: SENP1 (human) catalytic domain inhibition. recombinant SENP1 catalytic domain, CyPet-SUMO1-YPet FRET cleavage. 0.21% of 360,000 active. inhibition, % at 10 µM;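 active = inhibition at least 30% at 10 µM, raw YFP signal under a set limit, fluorescence ratio 0.5 to 1.5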;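 also: 0% = enzyme with DMSO and 100% = no enzyme wells; some results filed as inactive read as strong as hits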
#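 Material – human SENP1 catalytic domain · Input – SENP1 enzyme, 20 pM final · Compound dosing – single concentration of 10 µM compound, 0.5% DMSO final · Timing – enzyme reaction for 50 min at room temperature, dark · Measured by – FRET fluorescence in CFP and YFP emission channels · Control set – no-enzyme wells low, DMSO-plus-enzyme wells high control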
# MIN6 prolif: inducers of beta-cell replication in MIN6 cells; MIN6 cells proliferation, ATPlite luminescence, 48 h; cells starved in 0.2% serum; 100% = growth in 10% serum; proliferation, % at 10 µM; 0.29% of 330,000 active;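 active = compounds whose signal lies at least 3.5 SD above the mean of all wells on their plate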;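 also: 0% = DMSO-treated cells in low-serum medium and 100% = 10% serum control; some compounds called inactive have numbers as strong as hits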
# SENP7 block: blocks the human protease SENP7; 1.5% of 330,000 active; inhibition, % at 5 µM; Q9BQF6; recombinant SENP7, Z-RLRGG-aminoluciferin luminescence, 40 min;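 active = inhibition above about 50% at the single test dose, limit read from the data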;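 also: plate controls were DMSO with enzyme for no effect and no enzyme buffer wells for full effect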
# PfG6PD inh: PfG6PD (Plasmodium falciparum) enzyme inhibition; PfGluPho enzyme, NADPH resazurin-diaphorase fluorescence; inhibition, % at 20 µM; 0.78% of 350,000 active; AID 504690;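 active = inhibition reaching at least a set limit at 20 µM in the primary screen, cut at about 59% in these data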;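 also: 0% = DMSO wells with substrate and 100% = DMSO wells lacking glucose-6-phosphate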
# HKDC1 inh: HKDC1 (human) hexokinase inhibition; Q2TB90; recombinant HKDC1, G6PDH/diaphorase resazurin coupled fluorescence; inhibition, % at 20 µM; 0.16% of 340,000 active;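 active = inhibition above about 35% when tested at 20 µM, limit read from the data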;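 also: plate controls were DMSO wells with enzyme for no effect and DMSO wells lacking enzyme for full effect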
#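 Test system: recombinant HKDC1 (HK5) hexokinase enzyme, produced in-house / Doses: 20 µM test compound, 1% DMSO / Timing: 90 min, room temperature / Detection: G6PDH/diaphorase-coupled fluorescence, 1 mM NADP, 100 µM resazurin, 525/613 nm / Control set: DMSO wells with and without enzyme mix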
# SENP8 block-2: SENP8 protease inhibition; Q96LD8; AID 2540; inhibition, % at 10 µM; purified SENP8, Z-RLRGG-aminoluciferin cleavage, luminescence; 1.2% of 330,000 active; in the data active = inhibition above about 50%
# SENP6 block: SENP6 protease inhibition; Q9GZR1; Recombinant SENP6 catalytic domain, aminoluciferin luminescence; 1.8% of 330,000 active; inhibition, % at 10 µM;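 active = inhibition above about 50% at the single tested dose, limit read from the data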;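 also: plate controls were DMSO wells with enzyme for no effect and DMSO wells lacking enzyme for full effect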
# Target sequence (Q9GZR1 628-1112 limits assumed): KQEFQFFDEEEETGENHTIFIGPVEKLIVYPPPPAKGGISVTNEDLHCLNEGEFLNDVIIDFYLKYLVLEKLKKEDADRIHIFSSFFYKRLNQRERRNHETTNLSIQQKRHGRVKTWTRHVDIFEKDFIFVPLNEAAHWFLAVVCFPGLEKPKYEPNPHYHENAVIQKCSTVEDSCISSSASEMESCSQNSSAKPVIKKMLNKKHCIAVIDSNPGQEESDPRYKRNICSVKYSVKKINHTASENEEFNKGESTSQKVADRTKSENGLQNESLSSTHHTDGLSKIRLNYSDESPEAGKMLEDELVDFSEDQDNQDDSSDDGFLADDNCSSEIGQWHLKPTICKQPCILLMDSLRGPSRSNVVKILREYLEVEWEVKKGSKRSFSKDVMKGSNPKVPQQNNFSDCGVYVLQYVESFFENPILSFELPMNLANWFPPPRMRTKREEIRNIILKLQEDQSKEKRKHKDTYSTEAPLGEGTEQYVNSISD
# * hit, by the source's call; . = not tested or not shown.
# Screens by letter – A = SENP8 block-1; B = UBC13 inh; C = SENP1 FRET inh; D = MIN6 prolif; E = SENP7 block; F = PfG6PD inh; G = HKDC1 inh; H = SENP8 block-2; I = SENP6 block
Cc1ccc(NC(=O)CNc2ccc(Cl)c(Cl)c2)cc1S(=O)(=O)N(C)C
  A = 10 | B = 9 | C = 0 | D = -3 | E = 9 | F = 14 | G = -2 | H = 3 | I = 11
CSc1ccccc1NC(=O)Nc1ccccc1
  A = 12 | B = 5 | C = 2 | D = -3 | E = 81* | F = 22 | G = -8 | H = 66* | I = 90*
COc1ccc(C(=O)CCC(=O)Nc2ccc(Cl)cc2)cc1
  A = 12 | B = 10 | C = 0 | D = -3 | E = 8 | F = -7 | G = -5 | H = 0 | I = -10
Cc1cc([N+](=O)[O-])nn1CC(=O)NCCc1c[nH]c2ccccc12
  A = 13 | B = -18 | C = 1 | D = 0 | E = 6 | F = -12 | G = -4 | H = -2 | I = -2
O=[N+]([O-])c1ccc2nc(CCCc3nc4ccc([N+](=O)[O-])cc4[nH]3)[nH]c2c1
  A = 6 | B = 3 | C = 3 | D = -2 | E = -7 | F = 3 | G = -5 | H = -2 | I = -9
Cc1oc(-c2ccc(F)cc2)nc1CN1CCCC(C(=O)N2CCOCC2)C1 (stereo not drawn)
  A = -25 | B = -3 | C = -4 | D = 1 | E = 6 | F = 0 | G = -6 | H = -8 | I = -24
Cc1ccc(C(O)P(=O)(OCCC(C)C)c2ccc(N(C)C)cc2)cc1 (stereo not drawn)
  A = 21 | B = -2 | C = 1 | D = 3 | E = -3 | F = -12 | G = 4 | H = -6 | I = -11
COc1ccc(-c2nnc(SC(C)C(=O)Nc3nccs3)n2-c2ccccc2)cc1OC (stereo not drawn)
  A = 8 | B = 12 | C = 0 | D = 7 | E = 4 | F = 7 | G = -2 | H = 1 | I = -9
O=C(COc1ccc(C(=O)c2ccccc2)cc1)NC1CCCCC1
  A = 7 | B = 8 | C = 2 | D = -1 | E = -2 | F = 0 | G = -8 | H = 10 | I = 0
Cc1[nH]nc(SCC(=O)N(C)c2ccccc2)c1[N+](=O)[O-]
  A = 21 | B = -10 | C = 1 | D = -2 | E = -9 | F = 14 | G = -2 | H = -8 | I = -28
CCn1c(NC(=O)c2ccc(F)cc2)c2ccccc2nc1=O
  A = -19 | B = 2 | C = 6 | D = -2 | E = -1 | F = 30 | G = 18 | H = -5 | I = 7
Cc1ccc2c(c1)C1(OCCCO1)C(=O)N2CC#N
  A = 10 | B = -9 | C = 2 | D = -4 | E = -11 | F = -11 | G = -6 | H = -16 | I = 2
COc1cccc(N=CC2=C(O)CC(C)(C)CC2=O)c1
  A = -33 | B = -6 | C = 1 | D = 1 | E = 0 | F = -13 | G = -1 | H = -3 | I = -8
COc1ccc(C(=O)NCCn2cc(SCC(N)=O)c3ccccc32)cc1
  A = 10 | B = -5 | C = 1 | D = -4 | E = 9 | F = 3 | G = -3 | H = 8 | I = 12
O=c1cc(N2CCCCCC2)[nH]c(=O)n1-c1ccccc1Cl
  A = -78 | B = 6 | C = -2 | D = 0 | E = 9 | F = -8 | G = -8 | H = -2 | I = -1
Cc1cccc(N2CN(Cc3ccco3)CNC2=S)c1
  A = 12 | B = 0 | C = 1 | D = -1 | E = 5 | F = -1 | G = -9 | H = -6 | I = -1
CC(=O)c1ccc(NS(=O)(=O)c2cc3c(cc2C)N(C)CCO3)cc1
  A = 14 | B = -13 | C = 3 | D = -4 | E = 5 | F = 0 | G = -5 | H = 1 | I = 17
COc1ccc(NC(=O)c2ccc(NC(=O)CCS(=O)(=O)c3cccs3)cc2)cc1
  A = 9 | B = 8 | C = -1 | D = -2 | E = -3 | F = 0 | G = -6 | H = 0 | I = -15
COc1cccc(NC(=O)C(C)Oc2ccccc2)c1 (stereo not drawn)
  A = 27 | B = 1 | C = 3 | D = 0 | E = -5 | F = 3 | G = -1 | H = 2 | I = -20
COc1cccc(C2NC(=S)NC(C)=C2C(=O)c2ccccc2)c1OC (stereo not drawn)
  A = 3 | B = -6 | C = 2 | D = -2 | E = -10 | F = 21 | G = -12 | H = -1 | I = -32
COc1ccc(C)cc1NC(=O)c1cc(S(=O)(=O)N2CCOCC2)cn1C
  A = -4 | B = 3 | C = 1 | D = 1 | E = 1 | F = 10 | G = -3 | H = 9 | I = 9
NNC(=O)c1cc(-c2ccc(N)cc2)nc2ccc(Br)cc12
  A = -11 | B = 0 | C = 49* | D = -1 | E = -1 | F = -4 | G = 0 | H = -8 | I = -3
Cc1c(C(=O)N(C)Cc2ccccc2)oc2ccc(S(=O)(=O)N3CCCC3)cc12
  A = 20 | B = 8 | C = 1 | D = -3 | E = -2 | F = 3 | G = 2 | H = 1 | I = 7
Cc1ccc2c(C(=O)CN3CCC4(CC3)OCCO4)c(C)[nH]c2c1
  A = 10 | B = -4 | C = 2 | D = 0 | E = -6 | F = 3 | G = 0 | H = -5 | I = -4
COC(=O)C1CC2=C(CCC2=O)N(c2ccccc2)C1=O (stereo not drawn)
  A = -28 | B = . | C = 0 | D = . | E = . | F = -2 | G = -6 | H = . | I = .
Cc1ccccc1NC(=O)c1nnn(-c2ccc3c(c2)OCCO3)c1N
  A = 8 | B = 1 | C = 0 | D = 0 | E = 23 | F = 6 | G = -6 | H = 17 | I = 32
O=C(COC(=O)Cc1cccs1)Nc1ccccc1Cl
  A = -26 | B = -10 | C = 3 | D = 0 | E = -10 | F = -6 | G = -3 | H = -8 | I = -14
Cc1cc[n+](-c2[nH]c(=O)sc2/C=N/N=C(\[O-])c2ccccc2)cc1
  A = 28 | B = -13 | C = 2 | D = -2 | E = -1 | F = 5 | G = -4 | H = 1 | I = -11

# Part of the list above, as comma-separated lines:
compound,SENP8 block-1,UBC13 inh,SENP1 FRET inh,MIN6 prolif,SENP7 block,PfG6PD inh,HKDC1 inh,SENP8 block-2,SENP6 block
COc1cccc(C2NC(=S)NC(C)=C2C(=O)c2ccccc2)c1OC (stereo not drawn),3,-6,2,-2,-10,21,-12,-1,-32
COc1ccc(C)cc1NC(=O)c1cc(S(=O)(=O)N2CCOCC2)cn1C,-4,3,1,1,1,10,-3,9,9
NNC(=O)c1cc(-c2ccc(N)cc2)nc2ccc(Br)cc12,-11,0,49*,-1,-1,-4,0,-8,-3
Cc1c(C(=O)N(C)Cc2ccccc2)oc2ccc(S(=O)(=O)N3CCCC3)cc12,20,8,1,-3,-2,3,2,1,7
Cc1ccc2c(C(=O)CN3CCC4(CC3)OCCO4)c(C)[nH]c2c1,10,-4,2,0,-6,3,0,-5,-4
COC(=O)C1CC2=C(CCC2=O)N(c2ccccc2)C1=O (stereo not drawn),-28,.,0,.,.,-2,-6,.,.
Cc1ccccc1NC(=O)c1nnn(-c2ccc3c(c2)OCCO3)c1N,8,1,0,0,23,6,-6,17,32
O=C(COC(=O)Cc1cccs1)Nc1ccccc1Cl,-26,-10,3,0,-10,-6,-3,-8,-14
Cc1cc[n+](-c2[nH]c(=O)sc2/C=N/N=C(\[O-])c2ccccc2)cc1,28,-13,2,-2,-1,5,-4,1,-11
